Screening data deposited in PubChem BioAssay by several laboratories.
STAT1 act: increases IFN-gamma driven STAT1 reporter signal; NIH 3T3 STAT1-luciferase reporter, luminescence; 100% = IFN-gamma alone, no compound; activation (% of control), % at 5.5 µM; 2.6% of 200,000 active;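 active = activation above the screen-wide mean activation plus 3 SD, cut at about 130% in these data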;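 note: raw ratio to IFN-gamma control signal so 100% means no change and 0% no light; values of inactives mirror those of a sister screen read the other way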
FLuc stim CS: affects firefly luciferase, flagging false hits in luciferase stimulation screens; ATPlite luciferase biochemical, luminescence, 10 min; 0 = ATP-free wells, 1 = DMSO control; activation factor at 10 µM; 200,000 tested, under 10 active;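 active = luciferase activation factor, scaled between plate controls, of at least 2 with compound at 10 µM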
Target sequence (P08659 whole entry, looked up): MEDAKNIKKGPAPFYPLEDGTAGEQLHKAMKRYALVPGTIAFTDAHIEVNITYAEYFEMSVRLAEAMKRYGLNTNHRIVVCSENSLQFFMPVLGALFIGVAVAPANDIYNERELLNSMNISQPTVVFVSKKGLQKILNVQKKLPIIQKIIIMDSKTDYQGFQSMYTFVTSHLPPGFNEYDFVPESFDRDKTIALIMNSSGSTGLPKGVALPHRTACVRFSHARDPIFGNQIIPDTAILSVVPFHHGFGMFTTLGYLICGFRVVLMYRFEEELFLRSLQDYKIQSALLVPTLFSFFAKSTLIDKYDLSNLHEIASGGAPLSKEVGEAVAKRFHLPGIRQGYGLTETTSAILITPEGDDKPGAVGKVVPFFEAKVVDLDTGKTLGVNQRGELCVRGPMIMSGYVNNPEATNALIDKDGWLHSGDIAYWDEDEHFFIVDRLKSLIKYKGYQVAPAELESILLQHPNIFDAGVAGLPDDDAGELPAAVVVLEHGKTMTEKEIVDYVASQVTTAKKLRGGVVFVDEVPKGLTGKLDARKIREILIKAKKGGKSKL
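Material: Luciferase/luciferin reagent mix | Doses: Test compounds dosed from 2 mM stocks in 100% DMSO | Timing: 10 min incubation after luciferase reagent addition, room temperature | Measured by: Luminescence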
STAT3 activator: STAT3 signaling activation | U3A cells, IL-6 STAT3-luciferase reporter, luminescence; 100% = signal with IL-6 EC80 alone | activation (% of control), % at 5.6 µM | 0.91% of 190,000 active | AID 871;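 active = activation above the screen-wide mean of compound activation plus 3 SD, cut at about 130% in these data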;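 note: 0% = background luminescence of wells with medium and substrate only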
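Test system: STAT3-luciferase reporter U3A cells; Detection: reporter luminescence signal; Times: 1 h compound pre-exposure, 6 h IL-6 stimulation, 37 °C; Benchmarks: IL-6-only high control; Also added: IL-6 stimulus at 33 ng/mL final.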
ROMK primary: modulates human ROMK potassium channel activity; Tet-inducible ROMK, thallium flux fluorescence; actives lie on both sides; AID 1918; 2% of 130,000 active; B-score at 10 µM;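 active = signal ratio slope over the read window, or its plate-corrected B-score, at least 3 SD from the plate mean, either direction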;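 note: B-score of the F/F0 ratio slope over 7 to 12 s after thallium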
Target sequence (P48048 whole entry, looked up): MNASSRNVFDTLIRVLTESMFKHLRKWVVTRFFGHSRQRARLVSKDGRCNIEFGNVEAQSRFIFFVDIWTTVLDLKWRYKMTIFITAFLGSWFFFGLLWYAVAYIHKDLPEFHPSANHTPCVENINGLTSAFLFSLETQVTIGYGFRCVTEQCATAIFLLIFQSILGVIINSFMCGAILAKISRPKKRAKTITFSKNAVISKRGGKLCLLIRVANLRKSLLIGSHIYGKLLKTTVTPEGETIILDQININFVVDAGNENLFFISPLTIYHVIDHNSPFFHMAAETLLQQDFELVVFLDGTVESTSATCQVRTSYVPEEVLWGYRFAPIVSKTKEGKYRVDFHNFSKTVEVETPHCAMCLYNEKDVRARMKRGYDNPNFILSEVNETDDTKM
APP 5'UTR act: APP 5'UTR luciferase reporter activation. AID 1276. 1% of 190,000 active. SH-SY5Y APP 5'UTR luciferase reporter, luminescence; zero percent = DMSO vehicle wells. activation, % at 2 µM;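 active = activation above a set limit, based on mean plus 3 SD of controls, cut at about 140% in these data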; note: values of inactives mirror those of a sister screen read the other way
STAT1 inh: reduces IFN-gamma driven STAT1 reporter signal | NIH 3T3 STAT1-luciferase reporter, luminescence | inhibition, % at 5.5 µM | 0.35% of 200,000 active | AID 920;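 active = inhibition above a set limit, the mean inhibition across all tested compounds plus 3 SD, cut at about 34% in these data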;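 note: 0% = IFN-gamma with DMSO and 100% = IFN-gamma with 300 µM nifuroxazide; values of inactives mirror those of a sister screen read the other way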
STAT3 inh: STAT3 signaling inhibition; 0.89% of 190,000 active; inhibition, % at 5.5 µM; U3A cells, IL-6 STAT3-luciferase reporter, luminescence; host cell line lacks STAT1; AID 862;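 active = inhibition above the mean inhibition across all screened compounds plus 3 SD, cut at about 44% in these data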;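 note: 0% = DMSO only wells and 100% = 100 µM nifuroxazide control wells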
NF-kB expr up: raises NF-kB expression in human neuronal cells | NF-kB reporter expression; active compounds read high | fold change at 12.5 µM | 1.6% of 190,000 active | AID 1239; in the data active = fold change above about 3.3
APP 5UTR inh: APP translation inhibition; SH-SY5Y APP 5'UTR-luciferase reporter, luminescence; inhibition, % at 2 µM; 0.82% of 190,000 active; AID 1285;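 active = inhibition above a set limit, derived from the sample mean plus 3 SD, cut at about 45% in these data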; note: values of inactives mirror those of a sister screen read the other way
FLuc inh counter: inhibits firefly luciferase, flagging false hits in luciferase inhibition screens. 1.5% of 200,000 active. ATPLite firefly luciferase biochemical luminescence, 10 min. P08659. inhibition, % at 10 µM;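 active = inhibition above about 50% when tested at 10 µM, limit read from the data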
An asterisk follows results filed as active; · = not tested or not shown.

mol	STAT1 act	FLuc stim CS	STAT3 activator	ROMK primary	APP 5'UTR act	STAT1 inh	STAT3 inh	NF-kB expr up	APP 5UTR inh	FLuc inh counter
COc1ccccc1NC(=O)c1ccccc1NS(=O)(=O)N1CCCC1	100	1.1	90	·	3	0	17	1	-3	-9
CCN(CC)c1ccc(/C=N/NC(=O)c2ccco2)cc1	165*	0.2	81	1.9	-49	-73	25	6.3*	49*	79*
CCC1CCCCN1S(=O)(=O)c1ccc(S(=O)(=O)N(Cc2ccccn2)CC2CCCO2)cc1 (configuration not stated)	96	1.1	106	-2.4	15	4	-10	0.77	-15	-6
N#C/C(=C\c1ccccc1[N+](=O)[O-])C(=O)NC1CCCCC1	99	1	102	·	-8	0	0	1.5	8	4
CSc1ncccc1C(=O)Nc1nnc(C2CC2)s1	99	1	104	-0.4	46	-1	7	0.98	-46	2
COc1ccc(N2CCN(Cc3cc(=O)oc4cc5c(cc34)CCCC5)CC2)cc1	103	1.1	103	·	5	-3	0	1	-5	-10
CC(=O)N1CCc2cc(S(=O)(=O)NCCC(=O)NCCc3ccc(C)cc3)ccc21	87	1	91	·	-11	15	17	0.77	11	1
CC(=C/c1ccccc1)/C=N/Nc1nc(N2CCOCC2)nc(N2CCOCC2)n1	103	1	105	0.15	-9	-3	-4	0.66	9	-4
CCN(CCCNC(=O)C1CCN(S(=O)(=O)CC)CC1)c1cccc(C)c1	95	1.1	97	·	7	6	8	1.3	-7	-7
CCOC(=O)c1c(C=O)c(C)n(Cc2ccccc2Cl)c1C	93	1	103	-1.7	10	8	3	1.2	-10	-2
COc1ccc(-n2c(Cc3cccn3C)nnc2SCC(=O)Nc2cc(Cl)ccc2OC)cc1	97	1	106	·	5	4	-8	0.32	-5	-5
Cc1ccc2c(c1)Cc1nc3ccccc3nc1-2	44	0.1	41	-0.16	116	61*	72*	2.8	-116	87*
CCOc1cc(/C=C2\N=C(SC)SC2=O)cc([N+](=O)[O-])c1OC(C)=O	91	1	105	0.02	-5	10	-5	1.1	5	-5
c1ccc(-c2ncnc3nc4n(c23)CCC4)cc1	104	1	105	-0.88	-3	-5	-4	1.4	3	-3
CCCn1c(SC/C(O)=C(\C#N)c2nc3ccccc3[nH]2)n[nH]c1=O	99	1	110	-0.31	-3	2	-9	1	2	-4
COc1ccc2c(c1OC)C(=O)O[C@@H]2[C@H]1c2c(cc3c(c2OC)OCO3)CCN1C	101	1	92	0.95	6	-2	20	1.1	-6	-1
CN(C(=O)C1CCOC1)c1nnc(-c2cccnc2)s1 (configuration not stated)	93	1	94	·	-3	8	10	1.2	3	1
Cn1c(=O)c2c(nc(CN3CCN(c4ccccc4)CC3)n2CCc2ccccc2)n(C)c1=O	103	·	104	·	91	-3	-2	·	-91	·
COc1ccc(-c2nnc(N3CCC(C)CC3)c3ccccc23)cc1	98	1	99	·	-11	3	11	0.94	11	-3
CCOC(=O)c1[nH]c2ccc(Br)cc2c1NC(=O)CCN1CCCC(C)(C)C1	86	1	103	-0.73	1	15	0	1.3	-1	-2
COC(=O)c1ccc(NC(=O)N2CCC(O)(c3cccnc3)CC2)cc1	106	1	102	·	1	-7	0	0.9	-1	4
COc1ccc(NC(=O)CC2Nc3ccccc3NC2=O)c([N+](=O)[O-])c1 (configuration not stated)	100	1	110	1.3	8	-1	-4	1.1	-8	-4
CCC1S/C(=N/C(=O)NC2CCCCC2)NC1=O (configuration not stated)	105	0.9	110	-0.57	12	-10	-10	1.7	-12	8
CCOP(=O)(OCC)C(NC(=O)Nc1ccc(Cl)c(Cl)c1)C(N)=O (configuration not stated)	104	1	102	-0.13	2	-5	2	0.75	-2	-4

Full records, quoted from the list. Screens in order: STAT1 act | FLuc stim CS | STAT3 activator | ROMK primary | APP 5'UTR act | STAT1 inh | STAT3 inh | NF-kB expr up | APP 5UTR inh | FLuc inh counter
COc1ccc(N2CCN(Cc3cc(=O)oc4cc5c(cc34)CCCC5)CC2)cc1 reads 103 | 1.1 | 103 | · | 5 | -3 | 0 | 1 | -5 | -10
CCOP(=O)(OCC)C(NC(=O)Nc1ccc(Cl)c(Cl)c1)C(N)=O (configuration not stated) reads 104 | 1 | 102 | -0.13 | 2 | -5 | 2 | 0.75 | -2 | -4
COc1ccccc1NC(=O)c1ccccc1NS(=O)(=O)N1CCCC1 reads 100 | 1.1 | 90 | · | 3 | 0 | 17 | 1 | -3 | -9

Other structures.
mol	STAT1 act	FLuc stim CS	STAT3 activator	ROMK primary	APP 5'UTR act	STAT1 inh	STAT3 inh	NF-kB expr up	APP 5UTR inh	FLuc inh counter
COc1cc(C)c(/C=C(\C#N)C(=O)Nc2ccc(C)cc2)cc1C(C)C	90	1	108	·	-16	11	-14	0.91	16	-4
CC1(C)CC(=O)C(Sc2ccccc2C(=O)O)=C(O)C1	99	1.1	97	0.082	-19	2	6	0.99	19	-7
O=C(CCCN1C(=O)c2ccccc2C1=O)N1CCOCC1	108	1.1	99	0.26	-5	-11	7	1.4	5	-7
Cc1ccc2nc(Cc3ccc(N)cc3)oc2c1	122	1	117	·	37	-24	-14	2.2	-37	4
COC(=O)c1nc2n(n1)C(c1ccc([N+](=O)[O-])cc1)C(C(=O)Nc1ccc(Cl)cc1)=C(C)N2 (configuration not stated)	101	1.1	104	-0.022	0	-1	-1	1.2	0	-10
C=CCc1cccc2ccc(=O)oc12	97	1	102	-0.8	8	2	-1	1.1	-8	2
C/C(=N/NC(=O)c1ccc(Br)o1)c1ccncc1	114	1	118	·	23	-16	-27	1.6	-23	-3
COc1cccc2cc(C(N)=O)oc12	111	1	100	1.4	-32	-14	11	1.2	32	-3
CCC(c1nnnn1Cc1ccccc1)N(Cc1cc2cc(OC)ccc2[nH]c1=O)CC1CCCO1 (configuration not stated)	92	1.1	105	·	-11	9	-2	0.81	11	-5
O=C(COc1ccccc1[N+](=O)[O-])Nc1cc(Cl)ccc1C(=O)O	99	1	107	-0.4	16	0	4	0.97	-16	1
O=C(CN1C(=O)COc2ccccc21)NCCC1=CCCCC1	103	1.1	107	-0.14	0	-2	-4	1.1	0	-6
O=c1c2ccccc2ncn1CCOc1ccccc1[N+](=O)[O-]	123	1	106	-0.086	37	-27	1	1.2	-37	5
Cn1c(SCC(=O)Nc2ccc(F)cc2)nc2c([nH]c3ccccc32)c1=O	86	1	110	1.2	5	15	-2	0.74	-5	0
COc1ccc(-n2c(C)cc(C(=O)Cn3nc(C(=O)O)c4ccccc4c3=O)c2C)cc1	105	1	108	0.97	1	-6	-5	1.1	-1	1
Cc1ccccc1OCC(=O)N1CCCc2ccccc21	101	0.9	92	·	18	-2	10	1.2	-18	6
C/C(N)=C(/C#N)C(=O)COC(=O)c1ccccc1O	106	1	106	-0.37	-8	-6	-9	1.3	8	-5
O=C(NC(NCc1ccccn1)(C(F)(F)F)C(F)(F)F)c1ccco1	99	1.1	100	·	·	2	6	1.2	·	-6
CC(C)CN(C(=O)CSc1nnnn1C)C1CCS(=O)(=O)C1 (configuration not stated)	99	1	98	1.1	-7	0	5	1	7	-4
COC(=O)c1[nH]c2ccc(Cl)cc2c1NC(=O)CCN1CCN(C2CCCCC2)CC1	93	1.1	92	-1.2	0	8	12	0.83	0	-10
CCC(C(=O)Nc1ccncc1)c1ccccc1 (configuration not stated)	93	1	90	-0.63	-2	8	12	0.85	2	-4
C#CCNC(=O)C1=C[C@@H](C2CCCCC2)[C@H](CCCO)[C@@H](OCC)O1	96	1	·	·	11	5	·	1.1	-11	-2
O=c1cc(Nc2ccc3c(c2)OCO3)[nH]c(=O)n1-c1ccc(Br)cc1	102	1.1	96	·	15	-2	7	1	-16	-7
Cc1cc(/C=C2/NC(=O)NC2=O)c(C)n1-c1sc2c(c1C#N)CCCC2	85	1	101	0.18	13	17	4	0.94	-13	1
COCCCNC(=O)c1c(NC(=O)c2cccs2)sc2c1CCCC2	93	1	83	·	2	7	23	1.2	-2	-3
CC(C)CCNC(=O)C(c1ccc(O)cc1)N(C(=O)C1COc2ccccc2O1)c1cccc(O)c1 (configuration not stated)	100	1.1	108	-2.7*	-7	-2	-7	0.72	7	-6
COc1ccc(Sc2nc3ccccc3n3c(C(F)(F)F)nnc23)cc1	102	1	91	·	21	-2	16	0.94	-21	-3
CCOc1c(OC(C)=O)ccc(/C=C2\N=C(SCC)SC2=O)c1[N+](=O)[O-]	94	1.1	110	·	18	7	-12	1.1	-18	-6
CN(C)c1ccc(-c2nn3c(-c4ccccc4Cl)nnc3s2)cc1	108	1	110	0.89	-91	-8	-8	1.3	90*	-4
Cn1cccc1-c1nc2ccc(NC(=O)c3ccc([N+](=O)[O-])cc3)cc2[nH]1	100	1	79	1.9	·	7	26	1.1	·	-3
Cc1ccc(C(c2c(C)n(C)n(-c3ccccc3)c2=O)c2c(C)n(C)n(-c3ccccc3)c2=O)s1	99	1.1	100	-0.26	-11	0	2	0.71	11	-9
O=C(CN1C(=O)NC2(CCc3ccccc3C2)C1=O)Nc1ccc(F)cc1 (configuration not stated)	100	1	104	·	1	0	1	1	-1	-4
CC1=CS(=O)(=O)CC1Sc1nc2ccccc2[nH]1 (configuration not stated)	101	1.1	103	0.21	7	-1	-4	1	-7	-6
Cc1cc(C)nc(SCC(=O)N/N=C/c2cccs2)n1	102	1.1	103	·	10	-2	-3	0.98	-10	-5
CCOC(=O)c1c(C)n(OCc2ccccc2)c2ccc3nonc3c12	103	1	89	·	-16	-3	18	2.9	16	1
COc1ccc(CNC(=O)C(c2ccncc2)N(C(=O)Cc2cccs2)c2cccc(C)c2)cc1 (configuration not stated)	97	1	99	·	4	3	6	1.3	-4	2
CCc1ncc(C(=O)c2ccc(OC)cc2)n1C	103	1.1	80	0.19	9	-4	25	1.1	-9	-9
CN(C)S(=O)(=O)c1ccc2c(c1)c(=O)c(C(=O)NCCCN1CCCCCC1)cn2C	100	1	109	·	-9	0	-5	1	9	-2
CN(C)S(=O)(=O)N(CC(=O)Nc1ccc2ccccc2c1)c1ccccc1	108	1.1	106	-0.66	9	-10	-4	0.92	-9	-10
O=C(Cn1nnc(-c2ccc(CN3CCOCC3)cc2)n1)Nc1nc(-c2ccccc2)cs1	98	1	79	·	0	2	33	1.2	0	-4
O=C(Nc1ccc(C(=O)N2CCCC2)cc1)c1ccccc1F	111	0.8	101	0.32	22	-12	3	1.6	-22	24
O=C(Nc1ccc(Cl)cc1)Nc1nnc(CSCc2ccccc2Cl)s1	103	1	94	·	-11	-3	6	1.3	11	-2
COc1ccc(OC)c(NC(=O)Cc2coc3ccc4ccccc4c23)c1	102	1	97	·	-68	-2	11	0.76	68*	-1
Cc1c(Nc2nc(C(F)(F)F)nc3ccccc23)c(=O)n(-c2ccccc2)n1C	95	1.1	104	0.67	-2	3	5	1	2	-6
CC(OC(=O)CCCOc1ccccc1)C(=O)NC(N)=O (configuration not stated)	102	1	106	0.77	6	-2	-7	1.1	-6	-3
CCCN1CCN(C(=O)CCCn2c(C)c3cnn(-c4ccccc4)c(=O)c3c2C)CC1	·	1.1	·	·	-1	·	·	0.92	1	-6
CC(=O)c1c(C)[nH]c(C(=O)CSc2nnc(-c3ccccc3)o2)c1C	89	1.1	76	·	-6	12	38	0.94	6	-9

Compounds as they come; any-hit rate near 7.1%.
